p97 inhibitor = inhibitors of human p97 ATPase, primary screen, biochemical; Transitional endoplasmic reticulum ATPase (Homo sapiens), P55072; recombinant p97 ATPase, Kinase-Glo ATP luminescence, 3 h; inhibition, % at 8 µM; AID 1481, 2009; 0.42% of 220,000 active; in the data active = inhibition above about 15%;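 also: 0% = DMSO vehicle and 100% = wells lacking enzyme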
RBBP9 inh = human RBBP9 inhibitors, primary screen, biochemical, fluorescence polarization, FP-Rh probe, HTS; inhibition, % at 7.94 µM; recombinant RBBP9; AID 1515, 2009; Serine hydrolase RBBP9 (Homo sapiens), O75884; 0.2% of 220,000 active;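 active = inhibition above the campaign mean of all tested compounds plus 3 SD, cut at about 14% in these data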;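 also: plate controls were DMSO wells with RBBP9 for no effect and wells lacking RBBP9 protein for full effect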
Target sequence (O75884 whole entry, looked up): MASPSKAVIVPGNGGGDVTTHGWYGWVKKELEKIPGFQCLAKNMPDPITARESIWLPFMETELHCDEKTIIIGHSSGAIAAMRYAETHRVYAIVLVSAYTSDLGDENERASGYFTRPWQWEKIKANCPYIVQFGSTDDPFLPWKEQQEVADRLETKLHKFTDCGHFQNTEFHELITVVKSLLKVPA
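Measured by – fluorescence polarization · Test system – RBBP9 protein · Input – 2.5 µM RBBP9 dispensing solution, before mixing · Measure – percent inhibition from mP, scaled between DMSO and no-protein wells · Benchmarks – DMSO-treated enzyme wells and wells lacking RBBP9 · Times – preincubation 30 min plus labeling 45 min at 25 °C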
NPY2 pot ag = NPY-Y2 potentiators or agonists, primary screen, cell-based; Neuropeptide Y receptor type 2 (Homo sapiens), P49146; cells expressing NPY-Y2, potentiator/agonist read-out; activation, % at 3.6 µM; 0.45% of 220,000 active; in the data active = activation above about 27%;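 also: cells stimulated with NPY near EC25 plus isoproterenol at EC100; 0% = vehicle plus submaximal agonist and 100% = vehicle plus saturating agonist; some results beyond the cut were filed as inactive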
Runt-CBFb FRET = inhibitors of RUNX1 Runt–CBFb binding, primary screen, biochemical, FRET, Cerulean-Runt, Venus-CBFb, uHTS. Cerulean-Runt/Venus-CBFb FRET ratio 530/480, 1 h. 0.46% of 220,000 active. inhibition, % at 20 µM. Runt-related transcription factor 1 (Homo sapiens) + Core-binding factor subunit beta …;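 active = inhibition over about 50% at 20 µM in the single-dose screen, limit read from the data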;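 also: 0% = DMSO wells and 100% = excess unlabeled CBFb competitor control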
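Measured by: fluorescence energy transfer, 422 nm excitation, 530/480 nm emission; Assay system: Cerulean-Runt domain; Medium: Tris pH 7.5 buffer with BSA; Measure: loss of energy transfer signal; Controls: 5 µM unlabeled CBFb as full-inhibition high control; Incubation: protein complex preformed 1 h, compound exposure 1 h, room temperature, dark.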
Mdm2 ligase inh = MDM2-luciferase reporter signal enhancers, primary screen, MDM2 E3 ligase inhibitor project, cell-based, luminescence, 1536-well; cell-based MDM2 ubiquitination luciferase reporter, 2 h; 0 = plate control, 100 = twice control, blank-subtracted; signal enhancement, % at 5 µM; 0.11% of 210,000 active; AID 1230, 2008;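 active = signal enhancement of 30% or more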;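 also: luminescence tracks abundance of the self-degrading MDM2-luciferase fusion protein; higher signal means inhibition of MDM2 E3 ligase activity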
Target sequence (Q00987 whole entry, looked up, the tested form may be a part): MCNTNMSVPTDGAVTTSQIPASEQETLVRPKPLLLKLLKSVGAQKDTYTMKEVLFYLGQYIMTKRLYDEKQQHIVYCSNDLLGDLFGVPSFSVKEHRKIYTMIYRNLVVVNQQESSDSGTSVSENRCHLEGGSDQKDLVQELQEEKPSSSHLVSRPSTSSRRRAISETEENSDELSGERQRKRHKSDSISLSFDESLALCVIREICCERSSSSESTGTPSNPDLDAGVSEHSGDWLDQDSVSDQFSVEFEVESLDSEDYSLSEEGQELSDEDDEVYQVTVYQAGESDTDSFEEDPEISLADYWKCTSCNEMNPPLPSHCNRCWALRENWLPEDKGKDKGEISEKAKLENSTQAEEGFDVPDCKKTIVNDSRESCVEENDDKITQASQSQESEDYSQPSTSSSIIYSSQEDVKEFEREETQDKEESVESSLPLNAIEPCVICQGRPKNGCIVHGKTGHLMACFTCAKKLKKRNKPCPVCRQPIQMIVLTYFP
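System: stable MDM2–luciferase fusion reporter cells / Input: 2000 cells seeded into each well / Schedule: 4 h settle plus 2 h compound, 37 °C / Compound: single-point 5 µM / Buffer or medium: cells held in DMEM / Benchmarks: control and blank well means / Evaluation: percent signal gain over controls, blank-subtracted / Measured by: luciferase luminescence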
Hck Nef HTS = inhibitors of Nef-activated human Hck kinase, primary screen, biochemical, Z-Lyte FRET, 384-well, Hck-YEEI; Tyrosine-protein kinase HCK (Homo sapiens), P08631; Recombinant Hck-YEEI plus Nef, Z-Lyte FRET kinase assay; inhibition, % at 20 µM; 0.68% of 220,000 active;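 active = Hck-Nef kinase inhibition above about 50%, limit read from the data; inactive = inhibition below that limit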;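 also: 0% = DMSO with Hck plus Nef and 100% = Hck alone without Nef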
Runt-SMMHC FRET = inhibitors of RUNX1 Runt–CBFb-SMMHC binding, primary screen, biochemical, FRET, Cerulean-Runt, Venus-CBFb-SMMHC, uHTS | Runt-related transcription factor 1 (Homo sapiens) + Core-binding factor subunit beta … | Cerulean-Runt/Venus-CBFb-SMMHC FRET ratio 530/480, 1 h | inhibition, % at 20 µM | 0.74% of 220,000 active | AID 1434, 2008;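 active = mean inhibition across duplicate retests at 20 µM reaching about 50%, limit read from the data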;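 also: 0% = DMSO wells and 100% = wells with excess untagged CBFb-SMMHC; inhibitors lower the FRET ratio by blocking Runt binding to CBFb-SMMHC; some results filed as inactive read as strong as hits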
NPY1 pot ag = NPY-Y1 receptor potentiators or agonists, primary screen, cell-based; Neuropeptide Y receptor type 1 (Homo sapiens), P25929; NPY-Y1 expressing cells, potentiator/agonist activation; activation, % at 3.6 µM; 0.37% of 220,000 active; AID 1304, 2008; in the data active = activation above about 33%, passing the limit was not always enough;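 also: cells stimulated with NPY at EC10 then isoproterenol at EC100; 0% = low agonist plus stimulus and 100% = saturating agonist plus stimulus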
NPY Y1 blocker = NPY-Y1 receptor antagonists, primary screen, cell-based | Neuropeptide Y receptor type 1 (Homo sapiens), P25929 | HEK293-CNG Y1 cells, membrane potential fluorescence; NPY at EC95, then isoproterenol | inhibition, % at 3.6 µM | 1% of 200,000 active;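 active = inhibition above the campaign mean inhibition of all tested compounds plus 3 SD, cut at about 20% in these data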;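 also: 0% = DMSO wells given NPY plus isoproterenol and 100% = isoproterenol alone without NPY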
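Test system: HEK293 cells co-expressing NPY Y1 receptor and cyclic-nucleotide gated channel; Also added: NPY (25 nM), isoproterenol (1 µM), Ro 20-1724 (25 µM); Compound dosing: one concentration, 3.6 µM, in 0.4% DMSO; Timing: dye 3 h, compound 60 min room temperature, stimulation 45 min; Technique: Membrane-potential fluorescent dye readout.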
* = called active by the depositor; . = not tested or not shown.

SMILES	p97 inhibitor	RBBP9 inh	NPY2 pot ag	Runt-CBFb FRET	Mdm2 ligase inh	Hck Nef HTS	Runt-SMMHC FRET	NPY1 pot ag	NPY Y1 blocker
C[C@@H]1CC2(CCCC[N+]2(C)C)C[C@H]1C	2.3	0.0	16.9	.	-4.5	-33.2	2.4	3.6	1.1
O=C1NC(=O)C(=Cc2ccc(OCC(=O)N3CCOCC3)cc2)C(=O)N1	-3.4	-8.5	2.5	1.6	-7.1	-4.9	-6.5	-3.4	-0.3
CCOc1cc2[nH]c(=S)n(CCCC(=O)N3CCC4(CC3)OCCO4)c(=O)c2cc1OCC	1.7	-8.4	11.6	-2.6	5.8	1.5	0.5	4.5	1.3
CCCCCc1nc2c(c(=O)c3ccccc3n2C)c(=O)n1C1CCCCCC1	-1.6	-12.2	-7.9	-5.4	-16.8	4.4	-3.2	11.4	6.0
CN(C)CCCN=Cc1c(O)n(CCc2ccccc2)c(=O)[nH]c1=O	2.4	-4.5	2.6	-1.3	-20.8	0.1	1.8	14.7	0.9
CCC(=NCc1cc(OC)cc(OC)c1)c1c(O)n(C2CCCCC2)c(=O)[nH]c1=O	-4.2	-0.2	-2.5	-3.4	1.2	10.0	-1.3	-4.5	.
CCOC(=O)C1C2c3ccccc3O[C@@]1(C)N=C1SCC(=O)N12 (stereo not given in full)	2.5	-6.7	5.3	-2.2	-21.4	0.9	-10.7	18.0	-5.4
CC(C)(C)NC(=S)/N=C(\N)N[N+](=O)[O-]	3.9	-10.8	0.2	-1.4	1.3	20.8	-1.8	5.8	-0.3
CCN(CC)CCN=Cc1c(O)n(CCc2ccccc2)c(=O)[nH]c1=O	7.1	-5.2	12.1	1.3	-8.0	62.3*	2.7	5.7	0.6
CN(C)c1ccc(C=C2C(=O)NC(=S)NC2=O)cc1[N+](=O)[O-]	5.2	-5.9	1.4	20.0	0.1	26.7	26.9	-0.6	-2.7

Another view of some results above.
Values in the order – p97 inhibitor | RBBP9 inh | NPY2 pot ag | Runt-CBFb FRET | Mdm2 ligase inh | Hck Nef HTS | Runt-SMMHC FRET | NPY1 pot ag | NPY Y1 blocker
C[C@@H]1CC2(CCCC[N+]2(C)C)C[C@H]1C
  2.3 | 0.0 | 16.9 | . | -4.5 | -33.2 | 2.4 | 3.6 | 1.1
O=C1NC(=O)C(=Cc2ccc(OCC(=O)N3CCOCC3)cc2)C(=O)N1
  -3.4 | -8.5 | 2.5 | 1.6 | -7.1 | -4.9 | -6.5 | -3.4 | -0.3
CCOc1cc2[nH]c(=S)n(CCCC(=O)N3CCC4(CC3)OCCO4)c(=O)c2cc1OCC
  1.7 | -8.4 | 11.6 | -2.6 | 5.8 | 1.5 | 0.5 | 4.5 | 1.3
CCCCCc1nc2c(c(=O)c3ccccc3n2C)c(=O)n1C1CCCCCC1
  -1.6 | -12.2 | -7.9 | -5.4 | -16.8 | 4.4 | -3.2 | 11.4 | 6.0
CN(C)CCCN=Cc1c(O)n(CCc2ccccc2)c(=O)[nH]c1=O
  2.4 | -4.5 | 2.6 | -1.3 | -20.8 | 0.1 | 1.8 | 14.7 | 0.9
CCC(=NCc1cc(OC)cc(OC)c1)c1c(O)n(C2CCCCC2)c(=O)[nH]c1=O
  -4.2 | -0.2 | -2.5 | -3.4 | 1.2 | 10.0 | -1.3 | -4.5 | .
CCOC(=O)C1C2c3ccccc3O[C@@]1(C)N=C1SCC(=O)N12 (stereo not given in full)
  2.5 | -6.7 | 5.3 | -2.2 | -21.4 | 0.9 | -10.7 | 18.0 | -5.4
CC(C)(C)NC(=S)/N=C(\N)N[N+](=O)[O-]
  3.9 | -10.8 | 0.2 | -1.4 | 1.3 | 20.8 | -1.8 | 5.8 | -0.3

Other results:
SMILES	p97 inhibitor	RBBP9 inh	NPY2 pot ag	Runt-CBFb FRET	Mdm2 ligase inh	Hck Nef HTS	Runt-SMMHC FRET	NPY1 pot ag	NPY Y1 blocker
CCCc1[nH]nc2c1C1(C(=O)N(CC(N)=O)c3ccccc31)C(C(=O)OC)=C(N)O2 (stereo not given)	-3.3	0.9	-37.5	0.1	16.3	1.5	-3.7	12.4	3.6
O=C1NC(=O)N(CCc2ccc(F)cc2)C(=O)/C1=C/C=C/c1ccccc1	-2.6	-4.2	-18.8	11.0	9.1	13.3	-4.1	3.4	.
O=c1c(C=NCCN2CCNCC2)c(O)n(C2CCCCC2)c(=O)n1C1CCCCC1	-3.8	-8.3	12.3	-0.4	-9.3	1.2	0.7	-20.3	-0.4
CC1=C(C(=O)Nc2ccccc2)S(=O)(=O)CCO1	8.2	-2.8	-21.7	0.4	-6.3	26.8	2.6	12.7	.
CCC(COC(=O)NC)NC(=O)Oc1ccccc1 (stereo not given)	0.7	-1.5	6.8	1.4	-3.9	-0.3	1.0	7.2	3.4
OCC#CC[N+]1(CC#Cc2ccccc2)CCCC1	2.9	-7.2	-4.1	.	-4.9	18.7	.	-1.8	-5.2
CCOC(=O)C1=C(N)OC2=C(C(=O)CCC2)C12C(=O)N(CC(N)=O)c1ccccc12 (stereo not given)	0.2	-9.8	16.5	-0.7	-27.4	1.0	-1.6	13.5	1.2
Cc1cc(C=C2C(=O)NC(=S)NC2=O)c(C)n1-c1ccc2c(c1)OCO2	1.6	-5.4	-1.9	40.8	-13.3	6.2	29.8	-7.0	10.6
COc1cc2c(cc1OC)C(C(=O)NCCC(C)C)C1CCCCN1C2=O (stereo not given)	2.4	-7.0	-1.2	1.5	-2.8	2.3	-0.3	11.0	2.1
CC(Cc1ccc(O)cc1)NCC(O)c1cc(O)cc(O)c1 (stereo not given)	.	.	.	13.3	3.0	27.2	6.8	.	.
Cc1ccccc1OCCCn1cc(C(=O)C(=O)N2CCOCC2)c2ccccc21	-2.4	0.0	-0.3	1.2	18.8	1.4	0.8	-4.5	16.5
O=C(Nc1cccc(Cl)c1)c1c(O)c2c(n(Cc3ccccc3)c1=O)CCCC2	4.2	0.5	7.8	-0.5	-3.3	3.4	3.6	-7.9	0.6

Assay outcomes as filed in PubChem BioAssay.

An excerpt. The share of hits here may be higher or lower than overall.
